# Source: PubChem (National Center for Advancing Translational Sciences (NCATS))
# 12-hLO inh: blocks human 12-lipoxygenase activity; 150,000 compounds, 0.12% hits; AID 1452; Potency, µM (titrated, usually from 57.1 µM), for inactives: top-dose activity change, negative = inhibition, most hits filed as inhibitors; purified 12-hLO, xylenol orange hydroperoxide absorbance; P18054; further: potency means the concentration at half of the fitted maximal effect; nearly all actives have a fitted effect of over 55% in size; many of its hits are not listed in these tables
#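 Lipoxygenase turnover measured by absorbance at 573 and 405 nm after Fe-XO development. Human 12hLO 150 nM, arachidonate 40 uM, pH 7.0 Hepes buffer with detergent; 15 min compound preincubation, 30 min reaction.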
# ALOX15B inhib: 15-hLO-2 (ALOX15B) enzyme inhibition | O15296 | purified 15hLO-2, xylenol orange hydroperoxide absorbance | Potency, µM (doses to about 57.1 µM), without a hit: top-dose activity change, negative = inhibition, actives largely listed as inhibitors | 110,000 compounds, 0.56% hits | AID 881; further: potency means the concentration at half of the fitted maximal effect; nearly all actives have a fitted effect of over 60% in size; many of its hits are not listed in these tables
# Target sequence (O15296 whole entry, looked up): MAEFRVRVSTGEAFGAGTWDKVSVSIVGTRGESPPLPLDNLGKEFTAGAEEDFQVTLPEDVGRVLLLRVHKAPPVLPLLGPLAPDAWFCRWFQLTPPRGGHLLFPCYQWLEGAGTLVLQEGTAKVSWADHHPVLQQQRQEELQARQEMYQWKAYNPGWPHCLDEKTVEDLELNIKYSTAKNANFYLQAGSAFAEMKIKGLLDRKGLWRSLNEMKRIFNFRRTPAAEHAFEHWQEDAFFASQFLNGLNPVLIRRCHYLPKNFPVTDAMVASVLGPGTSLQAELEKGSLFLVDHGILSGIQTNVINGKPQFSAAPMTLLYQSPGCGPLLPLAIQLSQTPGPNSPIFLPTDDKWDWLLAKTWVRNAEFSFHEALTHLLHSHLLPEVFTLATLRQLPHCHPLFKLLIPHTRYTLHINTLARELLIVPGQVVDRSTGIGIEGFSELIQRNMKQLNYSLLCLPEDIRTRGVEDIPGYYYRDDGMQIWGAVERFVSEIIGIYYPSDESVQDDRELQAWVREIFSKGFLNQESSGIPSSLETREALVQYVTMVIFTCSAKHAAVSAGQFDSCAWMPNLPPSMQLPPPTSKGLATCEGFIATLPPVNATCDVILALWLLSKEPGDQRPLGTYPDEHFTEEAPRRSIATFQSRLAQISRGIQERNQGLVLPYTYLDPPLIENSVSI
#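 Read-out: hydroperoxide product oxidises ferrous iron, measured as xylenol orange complex via the 573-to-405 nm absorbance ratio after 30 min. Reaction: 50 nM enzyme, 15 min compound preincubation, 45 uM arachidonic acid, 90 min RT, Hepes pH 7.5 with Triton X-100.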
# PNC inhibitor: perinucleolar compartment assembly inhibition | PC3M PTB-GFP, PNC prevalence imaging, 16 h; active compounds read low | 140,000 compounds, 3.1% hits | activity change (PNC), negative = inhibition, % at 10 µM;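 active means readout at or below -70, meaning at least 70% loss of cells showing the perinucleolar compartment, a nuclear body marking cancer cells; inconclusive means readout between -30 and a set limit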;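 further: plate controls were DMSO wells for no effect and camptothecin positive control wells for full effect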
#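 Read-out is percentage of cells bearing a perinucleolar compartment, from automated 20x imaging of fixed, Hoechst-stained PC3M PTB-GFP cells. Cells were seeded 4 h, then exposed 16 h to compound (23 nl of library stock) in duplicate plates.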
# IMPase inh: IMPase inhibition in cells. CHO-M1 cells, IP1 accumulation, HTRF TR-FRET ratio. inhibition (IP1 accumulation), % at 46.1 µM. 120,000 tested, under 10 active. AID 901; active means well fitted curve in the direction sought with a large enough effect in the signal ratio, not every such curve was filed as active; inconclusive means small, poorly fitted or top-dose-only effect, or a change in a side signal; inactive means no such curve, though single readings can be large or run the other way; the % refers to the signal ratio;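 further: cells stimulated with carbachol in lithium chloride buffer; plate controls were DMSO basal wells for no effect and reference inhibitor wells for full effect; higher means more IMPase inhibition seen as more IP1 and lower FRET ratio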
# Target sequence (P97697 whole entry, looked up): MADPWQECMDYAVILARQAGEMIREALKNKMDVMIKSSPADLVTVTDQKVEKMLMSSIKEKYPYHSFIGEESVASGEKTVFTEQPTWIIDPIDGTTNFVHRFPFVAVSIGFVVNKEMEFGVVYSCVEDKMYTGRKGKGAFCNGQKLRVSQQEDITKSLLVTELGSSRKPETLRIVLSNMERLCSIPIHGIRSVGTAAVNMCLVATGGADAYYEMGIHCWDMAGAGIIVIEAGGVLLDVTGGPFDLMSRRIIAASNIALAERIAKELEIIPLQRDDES
#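 CHO-M1, 2000 cells/well, cultured 16–30 h; cpd up to 46 uM; carbachol (50 uM solution, stimulation buffer w/ 50 mM LiCl, pH 7.4), 30 min 37C; IP-One TR-FRET, 10 min RT; Ex 320/Em 665, 620; Hill-fit AC50.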
# An asterisk follows results filed as active; ? = inconclusive; . = not tested or not shown; & = joins results of further samples; [ ] = dose if it differs, or a comment. Unless noted, the call rests on the fitted dose curve; in most records, active means well fitted curve in the direction sought with a large enough effect; inconclusive means small, poorly fitted or top-dose-only effect, or another doubt; inactive means no such curve, though single readings can be large; an effect the other way counts as inactive or inconclusive. Unless noted, on the % scale 0 is the no-effect control and ±100 the full control effect.
SMILES,12-hLO inh,ALOX15B inhib,PNC inhibitor,IMPase inh
CC1(C)CC(=O)C2=C(C1)N(Cc1ccco1)C(=O)C2(NC(=O)c1ccc(Cl)cc1Cl)C(F)(F)F (stereo not drawn),6%,.,14,3
Cc1cc(/C=C(\C#N)c2nc3ccccc3[nH]2)c(C)n1C,-1%,.,21,.
Cc1cc(C)nc(/N=c2/ssnc2Cl)c1,-14%,-14%,-27,16
CCOC(=O)CCNc1n[nH]c(=O)[nH]c1=O,-1%,-6%,-20,1
COC(=O)[C@@H]1C[C@H]1[C@@H](NC(=O)c1cnccn1)c1ccccc1,2%,-5%,.,.
C=CCSc1nnc(NC(=O)c2ccc(Cl)nc2)s1,-1%,-12%,-24,-9
O=c1c(Cl)c(N/N=C/c2ccc(Br)cc2)cnn1-c1ccccc1,-3%,-24%,16,-9
Cn1c(=O)n(C)c2cc(/C=C3/SC(=O)N(CC(=O)N4CCOCC4)C3=O)ccc21,-1%,.,-4,.
CC(=O)NC1(C(F)(F)F)C(=O)N(Cc2ccccc2)C2=C1C(=O)CC(C)(C)C2 (stereo not drawn),1%,1%,-13,-4
CCCCSc1nnc(-c2ccc(NC(=O)CCc3ccccc3)cc2)n1C,1%,.,10,1
COc1cc(C2C(C#N)=C(N)Oc3cc(C)n(CCc4ccccc4)c(=O)c32)cc2c1OCO2 (stereo not drawn),1%,-8%,44,12
CNC(=S)N1N=C(c2ccccc2)CC1c1ccc(OC)c(OC)c1 (stereo not drawn),-7%,.,14,-2
COc1cc2c(cc1OC)C(C(=O)NCc1ccco1)C1c3ccccc3CCN1C2=O (stereo not drawn),-3%,1%,8,-1
CCN(CC)CCCNS(=O)(=O)c1ccc(OC)cc1,2%,-1%,39,4
CC(=O)c1c(C(C)=O)c(C)n(Cc2ccccc2)c1C,-5%,2%,?,3
CCCCOP(=O)(c1ccc(N(C)C)cc1)C(O)c1ccncc1 (stereo not drawn),-1%,5%,11,13
Cc1cc(Nc2nc3ccccc3nc2Cl)n(-c2ccc([N+](=O)[O-])cc2)n1,-10%,-6%,-2,9
COc1ccc(CN2CCN(C(=O)CC(C)C)CC2)cc1OC,2%,-19%,-30,0
N#CC1=C(N)Oc2n[nH]c(-c3ccncc3)c2C1c1ccsc1 (stereo not drawn),-4%,9%[11.4 µM],?,6[1.84 µM]
CCc1nnc(NC(=O)c2cccc(OC)c2)s1,-4%,-5%[11.4 µM],10,-1[1.84 µM]
Cn1c(CNC(=O)c2ccco2)nnc1SCC(=O)Nc1ccc(Br)cc1F,-1%,.,7,.
CCC(C)NC(=O)CN(c1ccc(OC)cc1)S(=O)(=O)c1ccc(NC(C)=O)cc1 (stereo not drawn),1%,-5%,-127*,-7
COc1ccc(N2CCN(S(=O)(=O)c3ccc(C(=O)NCc4ccco4)cc3)CC2)cc1,-4%,.,-12,7
Cc1nc2cc(NC(=O)Nc3nccs3)ccc2n1C,-5%,3%,-30,-2
O=S(=O)(c1ccccc1)c1nc(-c2ccccc2Cl)oc1NCCN1CCOCC1,7%,9%,10,7
Cc1ccc(-n2nnnc2SCC(=O)Nc2ncc(Cc3ccccc3Cl)s2)cc1,-3%,.,-26,-8
Brc1ccccc1/C=N/Nc1ccc2ccccc2n1,-1%,.,-14,3
Cc1nn(-c2ccccc2)c(Cl)c1C(=O)Nc1nnc(C2CCCC2)s1,-6%,4%,-85*,7
COc1ccc(NS(=O)(=O)c2ccc(N3CCOCC3)c(NC(=O)c3ccc(F)cc3)c2)cc1,-3%,.,12,.
COCc1c(C(=O)OCC(=O)c2c(N)n(CC(C)C)c(=O)n(C)c2=O)oc2ccccc12,-3%,2%,?,10

# Of the compounds above, 2 have a CF3 group:
SMILES,12-hLO inh,ALOX15B inhib,PNC inhibitor,IMPase inh
CC1(C)CC(=O)C2=C(C1)N(Cc1ccco1)C(=O)C2(NC(=O)c1ccc(Cl)cc1Cl)C(F)(F)F (stereo not drawn),6%,.,14,3
CC(=O)NC1(C(F)(F)F)C(=O)N(Cc2ccccc2)C2=C1C(=O)CC(C)(C)C2 (stereo not drawn),1%,1%,-13,-4

# Further compounds
SMILES,12-hLO inh,ALOX15B inhib,PNC inhibitor,IMPase inh
CCOC(=O)c1c(N)sc(N)c1C(=O)OCC,-22%,.,?,.
COc1cccc(C(=O)N/N=C/c2ccc(Oc3ccc([N+](=O)[O-])cn3)c(OC)c2)c1,-1%,.,?,.
Cc1cccc(/C=N/NC(=O)c2cc(-c3cccnc3)nc3c2c(C)nn3-c2ccccc2)c1,2%,.,18,4
COc1ccc2cc(CCNC(=O)C3CCCC3)c(=O)[nH]c2c1,-4%,-5%,?,3
CN(C)CC/C=C1\c2ccccc2CSc2ccccc21,13%[25.6 µM],35%[activator][25.6 µM],.,15[20.6 µM]
C/C=C1/C2C=C(C)CC1(N)c1ccc(=O)[nH]c1C2 (stereo not drawn),-5%[0.00818 µM],2%[0.0915 µM],.,.
CCOC(=O)c1c(/N=C/C2=C(O)CC(C)(C)CC2=O)sc(C)c1C,1%,.,-6,.
Oc1c(Cl)cc(Cl)c(Cl)c1Cc1c(O)c(Cl)cc(Cl)c1Cl,?,10µM*,?,.
CN(C)c1ccc(NC(=O)CSc2nc3c(c(=O)[nH]2)CCCC3)cc1,-1%,-9%,50,4
O=C(CCSCc1cccc(Cl)c1)NCCC1=CCCCC1,-8%,.,-2,10
Cc1cc(NC(=O)c2noc3c2CCCC3)no1,3%,3%,19,6
C#CCOCCOCCOCCNc1nc(N2CCN(C(=O)Cn3cc(CCCCN)nn3)CC2)nc(N2CCN(C(=O)Cn3cc(CCCCN)nn3)CC2)n1,3%,.,?,.
COc1ccc(S(=O)(=O)N2CCN(C(=O)c3c(-c4ccccc4)noc3C)CC2)cc1,-3%,14%,-21,21
CCOC(=O)C1=C(O)/C(=C/c2cc(OC)c(OC)c(OC)c2)N=C1C,-13%,-26%,3,14
COc1ccc(CNC(=O)CS(=O)Cc2nc(-c3ccccc3C)oc2C)cc1 (stereo not drawn),-4%,1%,7,0
COC(=O)c1cn(CCOc2ccccc2)c2ccccc12,-10%,10%,-6,4
CCS(=O)(=O)C(=C(Nc1ccc(OC)cc1)Nc1ccc(OC)cc1)S(=O)(=O)CC,1%,2%,-28,?
COc1ccc(N(CC(=O)N2c3ccccc3CC2C)S(=O)(=O)c2c(C)noc2C)cc1 (stereo not drawn),-7%,-5%,?,4
O=C(NN1C(=O)C2C3C=CC(C3)C2C1=O)c1ccco1 (stereo not drawn),-4%,.,69,.
O=C(Nc1ccccc1C(=O)NCCN1CCOCC1)c1ccco1,5%,-1%,8,6
C=CCOC(=O)C(C#N)c1nc2ccccc2nc1N1CCN(Cc2ccc3c(c2)OCO3)CC1 (stereo not drawn),-8%,14%,?,-1
Cc1nc(NCc2ccccc2)c2nc(-c3ccccc3)n(CCN3CCCC3)c2n1,-2%,52%[activator],.,.
CCCOC(=O)CN1C(=O)c2ccc(C(=O)OCCC)cc2C1=O,-7%,-3%,9,1
CCN1CCN(C(=O)c2ccc(CS(=O)(=O)Cc3ccccc3F)o2)CC1,0%,0%,-2,8
Cc1ccc(C(c2c(C)[nH][nH]c2=O)c2c(C)[nH][nH]c2=O)cc1[N+](=O)[O-],-5%,.,38,.
Cc1cccnc1NC(=O)Nc1cccc2ccccc12,0%,-17%,8,-5
CC1(C)C(O)CC[C@]2(C)C1CC[C@@]1(C)C2C(=O)C=C2[C@@H]3C[C@@](C)(C(=O)O)CC[C@@]3(C)CCC21C (stereo partly drawn),0%,-8%,.,.
CS(=O)(=O)N(Cc1nnc(-c2cccs2)o1)c1ccc(Cl)cc1F,-14%,2%,40,9
Cc1cccc(NC(=S)NC2CC3CCCC(C2)N3CC(C)C)c1 (stereo not drawn),-15%,.,434,9
Cc1ccc2cc3c(NC(=O)c4ccco4)nn(C)c3nc2c1,-13%,-13%,?,-4
CCC(=O)N(CCC1(C(C)C)CCOC(C)(C)C1)Cc1ccco1 (stereo not drawn),-1%,2%,?,14
Cc1ccc(Sc2ccc(/C=N/O)cc2[N+](=O)[O-])cc1,?,1%,0,11
Cc1ccc(S(=O)(=O)NNC(=O)c2ccc(O)cc2)cc1,-2%,.,-23,.
Clc1ccc2c(N/N=C/c3ccccc3Br)ccnc2c1,-1%,.,36,.
COc1ccccc1NC(=O)CSc1ccc2nnc(-c3ccncc3)n2n1,0%,-7%,7,2
COc1ccc(C(=O)Nc2cc(Cl)ccc2OC(=O)c2ccc(OC)cc2)cc1,-9%,1%,-12,-2
COc1ccc(Cc2nnc(SCc3nc4ccccc4c(=O)[nH]3)o2)cc1,-1%,1%,23,5
C/C=C/C=C/C(=O)Nc1nccs1,-5%,.,-116*,.
COC(=O)CCC(C)C1CCC2C3C(C[C@H](O)C12C)C1(C)CC[C@@H](O)CC1C[C@H]3O (stereo partly drawn),4%,-24%,.,-5
COC(=O)c1ccc(CNC(=O)COC(=O)C2CCC(C(C)(C)C)CC2)cc1 (stereo not drawn),12%,.,?,.
Cc1nn(-c2ccc(S(=O)(=O)O)cc2)c(O)c1N=Nc1ccc(-c2ccc(N=Nc3ccc4c(S(=O)(=O)O)cc(S(=O)(=O)O)c(N)c4c3O)c(O)c2)cc1O.[Cu].[Cu],-21%[11.4 µM],37%[activator][11.4 µM],.,.
N#C/C(C(=O)N1CCCC1)=C1/N=C(N)c2ccccc21,3%,.,?,.
Cc1ccc(NC(=S)NC2CC3CCCC(C2)N3Cc2cccs2)cc1 (stereo not drawn),?,-6%,63,7
Cc1ccc(C#CC[N+]2(CC#Cc3ccc(C)cc3)CCCCC2)cc1,2%,.,-16,-10
Cc1ccc(S(=O)(=O)NCC2CCC(C(=O)O)CC2)cc1 (stereo not drawn),1%,.,4,3
COC(=O)[C@H](C)[C@H]1C[C@]1(C)[C@H](NC(=O)OCc1ccccc1)c1ccccc1,-4%&-5%,1%,52,.
O=C(c1cccs1)N(Cc1ccccn1)Cc1ccco1,0%,-5%,-21,-2
COc1cc(-c2noc(-c3cccc(Cl)c3)n2)cc(OC)c1OC,-5%,-10%,15,?
CCCn1c(C)nc2c(NCC(C)(C)CN(C)C)nc(C)nc21,-2%,5%,.,.
CC(C)(C)c1nnc2sc(SC/C(O)=C(\C#N)c3nc4ccccc4[nH]3)nn2c1=O,-5%,14%,-95*,-4
COc1ccc(CC(=O)c2ccc(OC)c(OC)c2C)cc1OC,1%,.,-26,.
CCCCOc1ccc(C(O)(CC)CCN2CCOCC2)cc1 (stereo not drawn),4%,.,?,16
c1ccc(CNc2ncnc3c2oc2ccccc23)nc1,-5%,-4%,-1,5
CNC(=S)N/N=C/c1ccc(OCC(=O)Nc2c(C)cc(C)cc2C)c(OC)c1,0%,.,26,0
COc1cc(S(=O)(=O)Nc2ccccc2C)ccc1Cl,-6%,-8%,-22,-4
O=C(CCS(=O)(=O)c1ccc(Br)cc1)N1CCN(c2ccccc2)CC1,-14%,-2%,18,-2
CCOC(=O)c1cc(C)sc1NC(=O)C1CCC1,-8%,9%,34,-4
Cc1ccccc1OCC1Cc2c(nc(N)c(C#N)c2N)O1 (stereo not drawn),-8%,14%,9,0
CN(CC(=O)Nc1ccc(F)c(F)c1F)C(=O)/C=C/c1ccc(Cl)cc1,-2%,.,16,1
CCOc1ccccc1CNC(=O)Cn1c(=O)oc2ccccc21,0%,1%,-12,3
Cc1ccc(C)c(N2CCN(C(=O)CSc3ccsc3[N+](=O)[O-])CC2)c1,-6%,.,-17,3
O[C@@H](COc1ccc(Cl)cc1Cl)CN1CCCC1,1%[11.4 µM],2%[11.4 µM],.,.
Cc1ccccc1OCCSc1nnc(C)n1-c1ccccc1,1%,4%,-12,2

# These rows are one share of the data; count on the stated rates, not on these rows.
